Compound activity deposited in PubChem BioAssay by several laboratories.
KKLEB cytotox: CF airway cell cytotoxicity counter-screen. KKLEB CF airway cells viability, ATPlite luminescence, overnight; hits give low values; cells stimulated with P. aeruginosa culture filtrate. activity change (cytotoxicity), % at 5 µM. 360,000 tested, 0.36% active. AID 602141;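 active = corrected activity change at or below -50% at 5 µM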
C8 TRAIL sens: caspase-8 TRAIL sensitization. AID 624354. NB7+C8 cells + TRAIL, ATPlite viability luminescence. 360,000 tested, 1% active. inhibition (viability loss, TRAIL sensitization), % at 10 µM;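 active = compounds causing at least 50% loss of cell viability in the single-dose screen, relative to plate controls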
CF NFkB block: inhibitors of cystic fibrosis induced NF-kB; KKLEB NF-kB-GFP reporter, PAF-induced, GFP fluorescence overnight; inhibition, % at 5 µM; 360,000 tested, 0.86% active;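 active = at least 50% inhibition at 5 µM, scaled per plate between neutral and stimulator controls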;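 note: PAF is a Pseudomonas aeruginosa culture filtrate used as stimulus; plate controls were PAF-stimulated DMSO wells for no effect and unstimulated DMSO wells for full effect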
NCOA2 inhibitor: human SRC2 (NCOA2) inhibition. HEK293 GAL4-SRC2 luciferase reporter, luminescence. inhibition, % at 9 µM. 370,000 tested, 0.17% active. AID 651957;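 active = inhibition above the mean inhibition of all tested compounds plus 3 SD, set per campaign, cut at about 52% in these data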;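 note: 0% = DMSO treated cells and 100% = cells given Gossypol at 36 µM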
SRC3 inh: inhibitors of human steroid receptor coactivator 3 (SRC3) | AID 588352 | inhibition, % at 3.6 µM | HEK293 GAL4-SRC3 luciferase reporter, luminescence | 360,000 tested, 0.17% active | Q9Y6Q9;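 active = inhibition above a per-campaign cutoff, the mean of all compounds plus 3 SD, cut at about 60% in these data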;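 note: 0% = DMSO-treated cells and 100% = gossypol-treated cells at 36 µM; higher means less SRC3-driven luciferase light from the GAL4 reporter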
SRC1 inh: human NCOA1 inhibition | 360,000 tested, 0.12% active | HEK293 GAL4-SRC1 luciferase reporter, luminescence | inhibition, % at 3.6 µM | Q15788;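 active = inhibition above the campaign mean plus 3 SD, with each screening campaign given its own cutoff, cut at about 60% in these data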;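 note: 0% = DMSO treated cells and 100% = gossypol at 36 µM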
EBV LMP1 NFkB: Epstein-Barr LMP1 NF-kappaB reporter inhibition | inhibition, % at 12.5 µM | AID 504558 | LMP1-induced NF-kappaB luciferase reporter cells, luminescence | 350,000 tested, 0.69% active; in the data active = inhibition above about 41%;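 note: 0% = neutral control wells and 100% = reference inhibitor control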
TROY signal inh: TROY signaling inhibition; Q293 LMP1-TROYcd NF-kB luciferase reporter, 4 h; inhibition, % at 10 µM; 360,000 tested, 0.98% active; AID 1347056;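 active = compounds whose plate-normalised and pattern-corrected inhibition of the luciferase reporter signal at the single screening dose is 50% or more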
NR5A2 inv ag: suppresses constitutive activity of human LRH-1; O00482; inhibition, % at 3.6 µM; 360,000 tested, 0.13% active; HEK293T StAR-luciferase reporter, LRH-1 transfected, 24 h;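 active = inhibition above the mean inhibition of all tested compounds plus 3 SD, cut at about 73% in these data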;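 note: 0% = DMSO wells and 100% = reporter-only cells lacking LRH-1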
NR2F2 inh: blocks human COUP-TFII nuclear receptor; P24468; HEK293T NGFI-A luciferase reporter, luminescence; inhibition, % at 8.6 µM; 370,000 tested, 0.7% active; AID 686940;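 active = inhibition above a per-plate cutoff, mean inhibition of test wells between control levels plus 3 SD, cut at about 38% in these data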;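 note: cells cotransfected with COUP-TFII expression vector driving the NGFI-A reporter; 0% = median of COUP-TF2 test wells and 100% = reporter-only cells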
TWEAK Fn14 block: inhibitors of TWEAK-Fn14 interaction signaling; TWEAK-stimulated Fn14 reporter cells, luciferase luminescence, 8 h; inhibition, % at 10 µM; 360,000 tested, 2% active; in the data active = inhibition above about 50%
An asterisk follows results filed as active; nt = not tested or not shown; & = joins results of further samples. Outcome played no part in choosing rows (roughly 4.2% active in at least one column).

SMILES	KKLEB cytotox	C8 TRAIL sens	CF NFkB block	NCOA2 inhibitor	SRC3 inh	SRC1 inh	EBV LMP1 NFkB	TROY signal inh	NR5A2 inv ag	NR2F2 inh	TWEAK Fn14 block
CC(C)CNC(=O)C1CCN(S(=O)(=O)c2ccc3c(c2)OCCO3)CC1	-1	-4	20	-53	4	-9	0	-8	10	-17	6
COc1ccccc1C(=O)NCCC(=O)N1CCCCCCC1	7	-35	2	-19	11	10	2	-8	-21	-15	2
C[C@H]1CN([C@@H](C)CO)C(=O)CCCn2nncc2CO[C@H]1CN(C)S(=O)(=O)c1ccc2c(c1)OCCCO2	13	-12	-21	3	13	-10	2	-12	-14	-13	-13
O=C(O)c1ccc(/C=N/NC(=O)c2cc3ccccc3cc2O)cc1	-2	8	10	5	8	1	-5	-10	-2	4	21
Cn1c(C(=O)N2CCN(c3ccccc3)CC2)cc2cc(Cl)ccc21	-11	-28	1	-4	-10	-9	-5	-18	2	8	13
O=C(NCc1ccc(F)cc1)C1CCCN(C(=O)NCc2ccccc2)C1 (stereo not drawn)	-25	-6	5	7	-10	-27	-4	-2	8	-34	-2
Cc1ccc(-c2noc(CNC(=O)c3ccc4c(c3)OCO4)n2)cc1	2	-19	0	13	-7	-5	-1	-10	-1	0	2
O=C(COc1ccccc1[N+](=O)[O-])N1CCN(c2ccccn2)CC1	-6	-13	-5	-10	21	-39	-5	-4	5	-12	4
Cc1cc(C)n2nc(-c3sccc3-n3cccc3)cc2n1	-5	-3	-1	-12	3	-3	0	0	8	19	-42
COc1ccc(-c2cc(=O)c3cc(OC)ccc3o2)cc1	-51*	66*	-13	-85	-83	-106	23	7	-142	-63	65*
CC1(C)NC(=O)N(CC(=O)OCC(=O)NC(=O)c2ccccc2)C1=O	0	-5	-12	-7	13	-11	0	1	-26	6	9
CCOC(=O)CSc1nc2ccccc2n1CC(=O)N(C(C)C)C(C)C	7	4	1	nt	-8	2	-1	5	21	nt	2
O=C(C1CCCN(Cc2cc(Br)ccc2O)C1)N1CCCCC1 (stereo not drawn)	-9	1	5	-11	1	-59	-8	-7	-9	6	1
Oc1ccccc1-c1nc(/C=C/c2ccccc2)nn1-c1ccccc1	-2	4	2	2	2	-9	-19	-23	-5	-4	-27
COc1ccccc1-c1nc(C#N)c(N2CCN(Cc3ccccc3)CC2)o1	-4	1	-6	-15	4	4	2	-3	0	15	-2
O=c1c2c(nc3cc(-c4ccc(Br)cc4)[nH]n13)CCCC2	-2	43	-28	-63	-69	-115	-41	-6	-150	-52	34
CCOC(=O)C(CC)Sc1nc2c(cnn2-c2ccccc2)c(=O)[nH]1 (stereo not drawn)	-6	3	-8	6	0	5	-2	6	25	-1	7
CCOC(=O)c1ccc(NC(=O)c2nc[nH]c2C(=O)NCC(=O)OC(C)(C)C)cc1	-15	2	15	-29	3	-9	-5	12	8	8	-22
Nc1cc(-c2ccccc2)nn1Cc1ccc(Cl)cc1	-4	1	-4	-22	9	-8	5	-15	-3	15	10
O=C(CNC(=O)c1ccccc1F)Nc1ccncc1	9	-6	5	-18	-18	-8	5	5	5	9	-5
Cc1ccc(Cn2nnnc2CN2CCC(NC(=O)c3ccc(Br)cc3)CC2)cc1	8	26	2	14	-12	11	2	13	8	-3	22
CCCc1cc(=O)[nH]c(SCC(=O)N2CCOCC2)n1	-5	1	6	6	2	3	-1	12	9	11	23
CC(C)(C)C(=O)NC1=NN(c2c(Cl)cc(Cl)cc2Cl)C(=O)C1	6	-10	-6	-16	10	-7	-4	-4	15	3	2
CCCCNC(=O)OCCSCCS(=O)(=O)c1ccc(Cl)cc1	3	-2	3	-14	7	-13	-2	6	7	4	-6
CCC(CC)c1nnc(NC(=O)c2c(C)nn(Cc3ccccc3Cl)c2C)s1	-6	-5	3	-5	-7	-4	-1	10	0	6	7

Continued; the last 2 above are carried over.
SMILES	KKLEB cytotox	C8 TRAIL sens	CF NFkB block	NCOA2 inhibitor	SRC3 inh	SRC1 inh	EBV LMP1 NFkB	TROY signal inh	NR5A2 inv ag	NR2F2 inh	TWEAK Fn14 block
CCCCNC(=O)OCCSCCS(=O)(=O)c1ccc(Cl)cc1	3	-2	3	-14	7	-13	-2	6	7	4	-6
CCC(CC)c1nnc(NC(=O)c2c(C)nn(Cc3ccccc3Cl)c2C)s1	-6	-5	3	-5	-7	-4	-1	10	0	6	7
CCn1c(SCC(=O)NCc2ccco2)nnc1-c1c[nH]c2ccccc12	4	1	3	-2	-6	-33	10	33	8	7	2
COc1ccc(OC)c(N(CC(=O)NC2CC2)S(=O)(=O)c2ccc(C)cc2)c1	5	-9	1	-11	10	-4	5	5	-15	3	-7
Cc1ccc(-c2csc(Nc3ccccc3)[n+]2CCc2ccccc2)cc1	-5	4	-5	-12&-15	3	-1	-1	-26	-6	-3&7	-3
OCCN(Cc1ccccc1)CC(O)COc1ccc(-c2ccccc2)cc1 (stereo not drawn)	-7	5	-6	0	-3	-12	6	-19	-39	-11	1
Cc1cc(C(=O)N/N=C/c2c(C)nn(-c3ccccc3)c2C)n[nH]1	-13	12	-2	-9	-2	-10	-7	-30	-4	-6	-15
CC(C)CCN(CC(=O)NC1CCCC1)C(=O)C(=O)Nc1ccc2c(c1)OCCO2	1	-4	-20	11	-1	-19	-8	-2	-8	2	21
Cc1ccc2ccc3cccc4ccc1c2c34	-8	-5	15	-8	-3	2	-4	-9	8	-1	9
Cc1nc(C(=O)NNC(=O)c2c(-c3c(Cl)cccc3Cl)noc2C)cs1	2	8	-6	-16	19	-3	2	-19	12	18	20
CCCCOc1ccc(C(=O)C(CN2CCOCC2)c2ccccc2)cc1 (stereo not drawn)	-38	-2	-18	28	-12	-13	-96	3	10	-14	31
C=CCC[C@@H](Cc1ccc(F)cc1)C(=O)OC[C@@H](NC(=O)[C@@H](CC=C)CC(=O)N[C@H](CO)Cc1ccccc1)C(C)(C)C	-9	2	16	-2	-13	3	2	12	11	8	-5
COc1ccc(Cl)cc1NC(=O)C1Cc2ccccc2CN1S(C)(=O)=O (stereo not drawn)	-2	-17	-6	-15	-3	0	-16	23	24	22	9
COc1ccc(Nc2nc(-c3cccs3)nc3ccccc23)c(OC)c1	6	0	-25	-12	3	1	3	5	9	-4	17
CC(C)N(Cc1cc2ccccc2[nH]c1=O)C(=O)C(C)(C)C	0	-4	8	-33	-11	18	2	2	4	7	8
O=C(CSc1nccn1-c1ccccc1)Nc1ccc2c(c1)OCO2	1	5	0	-76	-7	-40	-20	-33	-10	-26	-3
Cc1c(OCC(=O)NCCCn2ccnc2)ccc2c3c(c(=O)oc12)CCC3	-5	31	13	-10	2	-9	-1	-10	-6	4	-14
CCC(C)n1[nH]c(=O)c2c(C)cc(C)nc21 (stereo not drawn)	3	-3	-7	-7	7	-2	-11	-21	-1	-14	-10
COc1ccc(C(=O)O)cc1S(=O)(=O)NC(C)(C)C	-2	-8	-1	16	-5	6	-9	-7	5	-4	-29
CCN(CC)CCN1C(=O)C2C(C(=O)Nc3cccc(C)c3)C3C=CC2(O3)C1C(=O)NC1CCCC(C)C1C (stereo not drawn)	-4	-11	14	-22	-7	3	-4	-2	-1	11	-1
Cc1ccc(S(=O)(=O)N2CCCN(C(=O)c3cc4ccccc4[nH]3)CC2)cc1	-8	7	-7	-28	-2	-20	-25	-23	-8	7	-17
Cc1ccc(NC(=O)c2oc3ccc(S(=O)(=O)N4CCOCC4)cc3c2C)cc1C	-21	18	11	-28	-5	0	-12	4	20	14	-18
Cc1ccc(OCC(=O)NNC(=O)c2ccc(-n3cncn3)c([N+](=O)[O-])c2)cc1	-1	6	-1	-6	16	-20	6	-3	10	-1	-2
CC1CN(C(=O)COC(=O)c2cncc(Br)c2)CC(C)O1 (stereo not drawn)	0	-13	-10	-7	9	-2	-4	-3	6	-15	-17
COc1ccccc1CN1C[C@@H]2C[C@@H](c3ccc(Cl)cc3)N3CCC[C@@]23C1=O	13	1	-8	-7	13	2	13	-5	3	15	15
CCN(c1ccccc1)S(=O)(=O)c1cc2c(cc1C)N(C)CCO2	-12	-5	16	7	-26	-8	-2	2	-6	-1	-5
CCCOC(=O)C[N+](C)(C)CCOC1CC2CCC1(C)C2(C)C (stereo not drawn)	-7	4	-30	8	1	8	-2	-5	7	4	-16
SMILES	KKLEB cytotox	C8 TRAIL sens	CF NFkB block	NCOA2 inhibitor	SRC3 inh	SRC1 inh	EBV LMP1 NFkB	TROY signal inh	NR5A2 inv ag	NR2F2 inh	TWEAK Fn14 block
CCOC(=O)C1C(c2cccc(F)c2)NC(=S)NC1(O)C(F)(F)F (stereo not drawn)	0	-4	0	-42	16	1	4	4	14	14	-6
CC(C)(C)OC(=O)N1CCC(NC(=O)c2[nH]cnc2C(=O)N[C@@H](Cc2ccccc2)C(=O)OCc2ccccc2)CC1	5	37	-4	-4	3	-18	-8	21	7	15	-19
CC(CCc1ccccc1)NC(=O)CN1CCc2ccccc2C1 (stereo not drawn)	3	-6	0	17	5	-12	-8	11	-7	-8	25
O=C(O)CSCCn1cccn1	-4	-38	10	9	-4	7	-2	6	5	5	12
CCc1ccc(OCc2nnc(-c3ccccc3Br)o2)cc1	17	-2	-22	-21	7	-27	-6	-30	-22	-6	-36
CCn1c(COc2ccc(C)cc2)nnc1SCC(=O)Nc1ccc2c(c1)OCCO2	-6	-14	3	2	-7	-2	-8	-9	17	3	16
COc1cccc(CN2C(=O)c3ccccc3S2(=O)=O)c1	1	-10	11	-11	-7	-15	-3	-13	4	-11	22
CCOC(=O)c1[nH]c2ccc(Br)cc2c1NC(=O)CCN1CCC(C(=O)OCC)CC1	-9	5	5	2	-5	-13	-5	19	-8	1	22
CCn1nc(C)c(Oc2ccccc2O)c1C	10	7	-17	0	0	-11	-4	9	-1	10	-4
CCOC(=O)CSc1nc(N)c(C#N)c(-c2cccs2)c1C#N	3	8	0	-21	-5	9	10	5	0	4	13
CCOC(=O)N1CCN(C(=O)/C(=C\c2ccc(SC)cc2)NC(=O)c2ccccc2)CC1	13	16	-1	-14	25	-13	-5	5	9	-5	-7
CCc1ccc(Nc2ncnc3nc[nH]c23)cc1	-3	11	-4	-57	-67	-89	0	-67	-84	-39	-3
COc1cc2c(cc1OC)C1=C(C#N)CCC(=O)N1CC2	-12	6	17	-19	11	6	3	16	14	-4	-6
CCc1cc2c(=O)n(CC(C)C)cnc2s1	4	6	-6	-59	-40	-57	-17	-54	-40	-32	-20
CCCSc1ccc2nc(NC(=O)OC)[nH]c2c1	-24	31	46	-36	-74	-59	-8	-42	-36	-101	-5
Cn1nccc1C(=O)N/N=C/c1c(O)ccc2ccccc12	-7	19	-30	-3	73*	68*	76*	-17	90*	-46	-38
O=C(c1cccs1)N1CCN(C(=O)c2ccco2)c2ccccc2C1	4	-4	2	-6	10	8	0	18	-4	-9	-1
Cc1ccc(NC(=O)CN(C)C(=O)CSc2nc(C)cc(C)n2)cc1	-1	-6	7	15	11	-12	3	1	9	-10	15
Cc1cccc(N2C(N)=C(C#N)C(C#N)(C#N)C2c2ccccc2)c1 (stereo not drawn)	-14	2	15	6	24	-1	8	-42	-15	3	-18
O=S(=O)(N1CCOCC1)n1cnc2ccccc21	7	-2	18	-6	-5	-15	3	-2	-10	1	6
COc1ccc(C(=O)Nc2ccnn2C2CCN(Cc3cccnc3)CC2)cc1	3	-14	3	-18	10	12	3	11	-11	0	2
